PTAP TSG101 blk: qHTS Assay for Iinhibitors of HIV-1 Budding by Blocking the Interaction of PTAP/TSG101 | 340,000 tested, under 10 active | Potency, µM (titrated, usually from 115 µM), without a hit: top-dose activity change, negative = inhibition, hits mostly inhibitors | Fluorescence polarization, FITC-PTAP peptide / Tsg101 binding; active means well fitted inhibition curve with a large enough effect in the main read-out, with a control signal flat, not every such curve was filed as active; inconclusive means small, poorly fitted or top-dose-only effect, or effect the other way, or a change in a side signal; inactive means no such curve, though single readings can be large or run the other way; further: potency means the concentration at half of the fitted maximal effect; % of control where 0% means no effect
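Steps: Tsg101 binding domain dispensed (10 uM final), compounds pinned in DMSO, FITC-labeled PTAP-motif peptide added (50 nM final); after 20 min binding at room temperature, polarization measured.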
a7 integrin act: qHTS for Activators of Integrin-Mediated Alleviation for Muscular Dystrophy | alpha7betagal myoblasts, beta-gal FDG fluorescence, 48 h | Potency, µM (doses to about 38.3 µM), inactives show at the top dose activation, usual class: activators | 0.064% of 350,000 active | AID 624291, 2012;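 further: potency means the concentration at half of the fitted maximal effect; 100% = response of the positive control SU9516; nearly all actives have a fitted effect of over 60% in size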
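alpha7betagal+/- myoblasts (passage 13, 250/well) treated 48 h at 37C with compounds at 1:260 dilution of DMSO stock. Lysed, then beta-galactosidase activity read as FDG fluorescence (ex 480/em 540) after 30 min, with pre-read for autofluorescence.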
BRCA1 expr up: qHTS Assay to Identify Small Molecule Activators of BRCA1 Expression | MCF7-BRCA1-FFLuc reporter, luminescence, 48 h; response scale: scaled: vehicle 0%, 10 µM genistein 100% | Potency, µM (doses to about 46.1 µM), without a hit: at the top dose activation, usual class: activators | 1.1% of 380,000 active; further: potency means the concentration at half of the fitted maximal effect; nearly all actives have a fitted effect of over 80% in size; some results filed as inactive show a strong effect at the top dose
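Using MCF7 cells harboring a BRCA1 firefly luciferase reporter, plated 2 h before compound pinning, the screen measured luminescence after 48 h incubation. Responses were normalized to DMSO and 10 microM genistein, then fitted for concentration-effect.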
p53 reactivation: qHTS assay for re-activators of p53 using a Luc reporter; AID 504706, 2011; Potency, µM (doses to about 92.2 µM), for inactives: at the top dose activity change, positive = activation, hits mostly activators; 0.063% of 320,000 active; H1299 p53-A138V BP100-luciferase reporter, luminescence, 24 h; further: potency means the concentration at half of the fitted maximal effect; % of control where 0% means no effect; nearly all actives have a fitted effect of over 45% in size
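H1299 (p53-null), stable ts p53-A138V + BP100-Luc; 1000 cells/well, Opti-MEM/10% FBS; cpd 4 pt, 1:5; 24 h, 37 deg C, 5% CO2; detection reagent 10 min RT; luminescence.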
TCR activator: Activators of T cell receptors: qHTS campaign; primary human leukocytes, anti-CD3, IL-2 HTRF, 48 h; 330,000 tested, under 10 active; Potency, µM (top dose mostly 9.22 µM), without a hit: top-dose activation of IL-2 secretion, usual class: activators; further: % of control where 0% means no effect
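Using a-CD3 beads without co-stimulation, primary human leukocytes were exposed to compounds for 48 hr. An HTRF IL-2 kit measured the cytokine, with europium-to-d2 energy transfer producing emission at 665nm upon 320nm excitation.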
ELG1 repair inh: qHTS screen for small molecules that inhibit ELG1-dependent DNA repair in human embryonic kidney (HEK293T) cells expressing luciferase-tagged ELG1; HEK293T ELG1-luciferase reporter, luminescence, 16 h; DNA damage induced by 5-fluorouridine; Potency, µM (highest dose often 46.1 µM), inactives show at the highest dose activity change, negative = inhibition, hits mostly inhibitors; 2.3% of 330,000 active; AID 504467, 2011; further: potency means the concentration at half of the fitted maximal effect; on the % scale 0 is the no-effect control and ±100 the full control effect; nearly all actives have a fitted effect of over 55% in size
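HEK293T cells expressing luciferase-tagged ELG1 (2,000/well) received 5-Fluorouridine plus compound or DMSO for 16 hr at 37 °C. Luciferase was read by ONE-Glo luminescence after 30 min at room temperature.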
TRPV1 ag: HTS Assay for Compounds that Act as Agonists of the Vanilloid Receptor 1 | TRPV1-expressing cells, Fluo-8 calcium influx, agonist mode | activation, % at 8.33 µM | 0.19% of 320,000 active | Transient receptor potential cation channel subfamily V member 1 (Homo sapiens), Q8NER1; in the data active means activation above about 80%; inconclusive means between about 30% and that limit; further: 0% is about no effect
Target sequence (Q8NER1 whole entry, looked up): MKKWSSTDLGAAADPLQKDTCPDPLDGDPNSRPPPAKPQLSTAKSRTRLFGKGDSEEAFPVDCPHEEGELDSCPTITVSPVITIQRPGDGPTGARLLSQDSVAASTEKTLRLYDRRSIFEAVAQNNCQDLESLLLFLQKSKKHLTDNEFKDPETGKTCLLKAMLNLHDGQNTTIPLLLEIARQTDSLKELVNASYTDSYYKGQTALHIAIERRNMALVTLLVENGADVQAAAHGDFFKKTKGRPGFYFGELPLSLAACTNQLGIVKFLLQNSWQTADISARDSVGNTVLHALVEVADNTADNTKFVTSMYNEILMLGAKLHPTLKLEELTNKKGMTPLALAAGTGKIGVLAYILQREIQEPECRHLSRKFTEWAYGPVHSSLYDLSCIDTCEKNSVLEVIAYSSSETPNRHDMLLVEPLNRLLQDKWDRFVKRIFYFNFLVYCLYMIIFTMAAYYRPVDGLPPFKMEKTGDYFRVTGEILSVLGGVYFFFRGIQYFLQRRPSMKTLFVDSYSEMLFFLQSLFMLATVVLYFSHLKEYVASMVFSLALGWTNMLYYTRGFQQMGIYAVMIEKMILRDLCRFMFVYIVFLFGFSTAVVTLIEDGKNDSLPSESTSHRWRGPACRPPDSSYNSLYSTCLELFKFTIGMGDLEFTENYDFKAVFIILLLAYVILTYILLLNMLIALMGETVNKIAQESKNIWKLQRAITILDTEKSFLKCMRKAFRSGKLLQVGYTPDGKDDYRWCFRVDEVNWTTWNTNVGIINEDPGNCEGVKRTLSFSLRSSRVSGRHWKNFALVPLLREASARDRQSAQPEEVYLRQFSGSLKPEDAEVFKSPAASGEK
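Fluo-8 calcium influx in TRPV1-expressing cells, kinetic read (ex 480/em 520 nm). Compound added and read 3 min for agonist activity, followed by capsaicin at EC20 final and 2 min further read for enhancement.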
AT treatment: qHTS Assay for Identifying a Potential Treatment of Ataxia-Telangiectasia. […] A-T fibroblasts, KAP-1 phosphorylation AlphaLISA; neocarzinostatin DNA damage 30 min before lysis. Potency, µM (highest dose often 57.5 µM), inactives show at the highest dose activation, actives largely listed as activators. 0.19% of 320,000 active. AID 485349, 2010; further: potency means the concentration at half of the fitted maximal effect; % of control where 0% means no effect; nearly all actives have a fitted effect of over 45% in size
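ATM-like activity read as KAP-1 phosphorylation via AlphaLISA donor/acceptor antibody pairs after lysis and 6 hr at 25C. Cells were ATM-null patient fibroblasts ([…], hTERT), dosed 60 min, then exposed to the DSB inducer NCS for 30 min.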
B2AR arrestin: qHTS assay of beta-arrestin-biased ligands of beta2-adrenergic receptor; Beta-2 adrenergic receptor (Homo sapiens), P07550; beta-arrestin recruitment to beta2AR, cell-based reporter; Potency, µM (doses to about 46.1 µM), without a hit: at the top dose activation, most hits filed as activators; 0.02% of 330,000 active;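 further: potency means the concentration at half of the fitted maximal effect; 0% = DMSO controls and full agonism = EC100 isoproterenol or metaproterenol; nearly all actives have a fitted effect of over 65% in size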
CXXC DNA block: qHTS Fluorescence Polarization Assay for Inhibitors of MLL CXXC domain - DNA interaction | MLL-CXXC / FITC-HOXA9 DNA fluorescence polarization | 0.037% of 290,000 active | Histone-lysine N-methyltransferase 2A (Homo sapiens), Q03164 | Potency, µM (doses to about 115 µM), for inactives: top-dose activity change, negative = inhibition, actives largely listed as inhibitors; active means well fitted inhibition curve with a large enough effect in the polarisation, with a control signal flat, not every such curve was filed as active; inconclusive means small, poorly fitted or top-dose-only effect, or effect the other way, or a change in a side signal; inactive means no such curve, though single readings can be large or run the other way; the % refers to the polarisation; further: potency means the concentration at half of the fitted maximal effect
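Purified MLL-CXXC (added from a 7 uM solution) was preincubated 5 min at ambient with pinned compounds in 50 mM Tris-HCl pH 7.5, 50 mM NaCl, 1 mM DTT, 0.05% BSA. Fluorescein-labeled HOX-A9 DNA (50 nM solution) followed, 30 min, then polarization read.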
Active calls of the source: *; ? = inconclusive; nt = not tested or not shown; & = joins results of further samples; [ ] = dose if it differs, or a comment. Unless noted, the call rests on the fitted dose curve; in most records, active means well fitted curve in the direction sought with a large enough effect; inconclusive means small, poorly fitted or top-dose-only effect, or another doubt; inactive means no such curve, though single readings can be large; an effect the other way counts as inactive or inconclusive. Not a hit list; any-hit rate near 3.8%.

SMILES	PTAP TSG101 blk	a7 integrin act	BRCA1 expr up	p53 reactivation	TCR activator	ELG1 repair inh	TRPV1 ag	AT treatment	B2AR arrestin	CXXC DNA block
Brc1ccc(CSc2nnc(-c3cccnc3)o2)cc1	1%	-17%	-10%	-1%	nt	1%	2	1%[11.5 µM]	0.5%	-3%
Cc1ccc2c(c1)N(CCC(=O)NCc1ccco1)C(=O)CO2	-5%	9%	-3%	-2%	-9%	-28%	nt	13%	-0.1%	-3%
CCC(C)NC(=O)c1cc2c(=O)n3cccc(C)c3nc2s1 (stereo not given)	-2%	49%	-27%	1%	-9%	-2%	5	17%	-0.3%	6%
CC1CCC(NC(=O)COc2ccc(C(=O)c3ccccc3)cc2)CC1 (stereo not given)	-5%	-4%	-29%	2%	2%[46.1 µM]	-20%	-2	-11%	-1.0%	1%
COc1ccc(C(=O)C2CCCN(Cc3cnc(N4CCOCC4)s3)C2)cc1F (stereo not given)	-4%	-11%	-40%	-3%	-6%	?	6	-4%	0.0%	-1%
COc1cc2c(cc1NCc1ccc3c(c1)OCO3)oc1ccccc12	-1%	31%	?	?	-2%[46.1 µM]	?	1	-1%	-0.1%	-4%
CCCN1CCc2nc(SCC(=O)Nc3ccc(C)c(Cl)c3)[nH]c(=O)c2C1	-4%	-14%	-19%	nt	-7%	?	3	19%	-0.2%	nt
O=C(/C=C/c1cccc2ccccc12)c1ccncc1	-1%	-52%[inhibitor]	-73%	?	3%[46.1 µM]	26%	?	-5%	0.1%	-5%
COC(=O)C(CC(C)C)NC(=O)C(Cc1ccccc1)NC(=O)C1CCCN1C(=O)OC(C)(C)C (stereo not given)	2%	-12%	-1%	-1%	-3%	11%	9	0%	0.1%	0%
C[C@@H](C(=O)N1CCNCC1)n1cc(CCC(=O)O)nn1	-1%	11%	2%	-2%	-12%	10%	-2	-3%	-0.3%	-17%
C=C(C)COc1ccc(-c2nc(N)ncc2-c2ccc(OC)c(OC)c2)c(O)c1	-7%	-32%	-51%	-7%	-1%	0%	-2	-6%	-0.4%	7%
CC(C)(C)S(=O)(=O)/C(C#N)=C/Nc1ccccn1	-2%	0%	-9%	-2%	8%	0%	1	-6%	-0.7%	-1%
CCOc1ccc2[nH]c(C)c(CN(C)C)c(=O)c2c1	-10%	7%	15%	0%	-1%	15%	-4	-8%	0.0%	4%
COc1ccc(NCc2nnc(SCC(=O)Nc3ccc(OC)cc3)n2C)cc1	-1%	6%	4%	5%	4%	?	0	-1%	0.1%	0%
COc1ccc(CC/C(C)=N\NC(N)=O)cc1	0%	21%	4%	7%	1%[46.1 µM]	3%	2	7%	3.4%	9%
CC1=C(C)/C(=N\OS(=O)(=O)c2ccc(C)cc2)C=CC1=O	1%	-54%[inhibitor]	-84%	-28%	0%[46.1 µM]	?	6	-1%	?	8%
C[C@H](CO)N1C[C@H](C)[C@H](CN(C)S(=O)(=O)c2ccccc2)Oc2c(NS(C)(=O)=O)cccc2C1=O	-1%	-11%	3%	-4%	-6%	0%	nt	-2%	0.0%	nt
C/C(CCc1ccccc1)=N\NC(=O)C1C2CCCCC21 (stereo not given)	-1%	2%	0%	10%	-8%	16%	10	0%	-0.9%	19%
Cc1ccc(C2/C(=C(/O)c3cnn(-c4ccccc4)c3C)C(=O)C(=O)N2CCN2CCOCC2)o1 (stereo not given)	-1%	14%	64%	?	6%	?	-1	2%	-0.9%	0%
Cc1[nH][nH]c(=O)c1C(c1ccc(-c2ccc(C(=O)O)cc2)o1)c1c(C)[nH][nH]c1=O	-2%	20%	0%	-3%	-7%	-18%	-3	3%	0.0%	?

A stretch from the list above, as a working copy:
SMILES	PTAP TSG101 blk	a7 integrin act	BRCA1 expr up	p53 reactivation	TCR activator	ELG1 repair inh	TRPV1 ag	AT treatment	B2AR arrestin	CXXC DNA block
Brc1ccc(CSc2nnc(-c3cccnc3)o2)cc1	1%	-17%	-10%	-1%	nt	1%	2	1%[11.5 µM]	0.5%	-3%
Cc1ccc2c(c1)N(CCC(=O)NCc1ccco1)C(=O)CO2	-5%	9%	-3%	-2%	-9%	-28%	nt	13%	-0.1%	-3%

(cont.)
SMILES	PTAP TSG101 blk	a7 integrin act	BRCA1 expr up	p53 reactivation	TCR activator	ELG1 repair inh	TRPV1 ag	AT treatment	B2AR arrestin	CXXC DNA block
COCCNC(=O)CN1CCC(NC(=O)c2ccco2)CC1	1%	-1%	0%	0%	0%	3%	3	-2%	-1.0%	?
COC(=O)Cc1c(O)ccn(C2CC2)c1=O	2%	?	21%	-1%	0%	1%	-2	-1%	0.5%	15%
CC(NC(=O)CN(C)CC(=O)Nc1ccc(F)c(F)c1F)c1ccccc1 (stereo not given)	-5%	-8%	0%	0%	8%	-7%	18	-3%	0.0%	-22%
O=C(O)c1cc(S(=O)(=O)N2CCN(C(c3ccccc3)c3ccccc3)CC2)ccc1Cl	-6%	-23%	-33%	-3%	6%	-4%	-3	0%	-0.5%	2%
Cc1nnc(NC(=O)CSc2nnc(CNC(=O)c3ccccc3F)n2C(C)C)s1	0%	8%	1%	nt	0%	nt	nt	nt	nt	nt
CCC(C)Sc1cc(-c2nc3ccc(Cl)cn3c2NC2CCCCC2)ccc1OC (stereo not given)	5%	-10%	-40%&-13%	8%	-10%	-3%	nt	7%	-2.1%	nt
O=C1CCCc2ccccc2N1Cc1cccc(Cl)c1	-1%	6%	-19%	-7%	9%	-2%	3	3%	-0.1%	-2%
Cc1cc(C)c(S(=O)(=O)N(C)CC(=O)NCc2cccnc2)c(C)c1	0%	-16%	0%	0%	-3%	10%	10	-4%	-0.3%	-1%
COc1ccc(CCC(=O)Nc2nc3ccccc3[nH]2)cc1	-3%	-2%	?	8%	1%	?	9	-1%	-0.3%	3%
COc1ccc(C)cc1NC(=O)CSc1nc(=O)n(CCCN2CCOCC2)c2c1CCCC2	-5%	-13%	-3%	-7%	-3%	-11%	-1	0%	0.5%	nt
CC(C)(C)C(=O)N1CCC(O)(CS(=O)(=O)Cc2ccccc2Cl)CC1	-9%	19%	1%	-11%	-2%	0%	-8	9%	0.1%	7%
O=C(CO/N=C/c1cccc([N+](=O)[O-])c1)NC1CCCCC1	0%	-10%	-22%	-7%	1%[46.1 µM]	-9%	13	7%	-0.4%	18%
CC(=O)Nc1ccc2[nH]c3ccccc3c2c1	-6%	0%	46%	19%	2%	?	-1	-1%	0.0%	?
COc1ccc(/C=C2\SC(=S)N(CCC(=O)N(CCO)c3ccccc3)C2=O)cc1OC	-5%	-16%	-20%	-1%	0%	-8%	-1	-50%	0.3%	?
CCCCc1ccc(NC(=O)CC(C)(C)C)cc1	-1%	-12%	13µM*	?	-1%[46.1 µM]	?	?	0%	-1.0%	13%
CC1CCN(C(=O)Cn2nnnc2CN2CCOCC2)CC1	-1%	-3%	-2%	-2%	-3%	3%	2	13%	0.2%	15%
O=C(O)c1cccc(Nc2ncnc3sccc23)c1	1%	3%	0%	-4%	-4%	26%	-4	3%	0.0%	2%
Cc1cc(NS(=O)(=O)c2ccc(NS(=O)(=O)c3ccc(Br)cc3)cc2)no1	-6%	11%	-1%	3%	-5%	-2%	1	9%	-0.6%	-4%
O=C(OCc1cc(=O)n2c(n1)sc1ccccc12)c1ccc(O)cc1	-1%	-15%	70%	14%	-6%[46.1 µM]	?	10	6%	-0.7%	4%
CC(=O)Nc1cccc(N)c1	0%	nt	3%	16%	7%	19%	2	-3%	0.4%	nt
CC(=O)Nc1ccc(NC(=O)C(C)Sc2nnc(-c3cccs3)o2)cc1 (stereo not given)	-1%	-19%	0%	2%	2%	22%	-4	3%	0.4%	-18%
Cc1nnc(SCC(=O)NCc2ccco2)[nH]c1=O	-4%	1%	4%	1%	0%	10%	2	6%	-1.0%	16%
CC(C)c1nc2sc3c(c2c(=O)[nH]1)CC(C)(C)OC3	-1%	-3%	-1%	0%	6%	15%	-8	0%	-1.0%	-4%
CC(C)C(NC(=O)c1ccccc1Cl)C(=O)OCc1nc2scc(-c3ccccc3Cl)c2c(=O)[nH]1 (stereo not given)	-1%	-14%	1%	-4%	13%[46.1 µM]	-5%	-3	2%	-0.3%	13%
CS(=O)(=O)Nc1ccc(-c2ccc(/C=C3\SC(N)=NC3=O)o2)cc1	4%	10%	-55%	11%	8%	4%	2	6%	0.4%	?
Cc1ccc(NC(=S)NCCc2c[nH]c3ccccc23)cc1	-4%	-12%	?	4%	0%	?	17	0%	-2.0%	5%

Screening results (PubChem BioAssay)
